Source: PubChem
GC-A act – GC-A stimulated cGMP production enhancers – HEK293 GC-A cells, cGMP TR-FRET, EC30 ANP, primary screen; 370,000 compounds, 0.14% hits; Atrial natriuretic peptide receptor 1 (Homo sapiens), P16066; activation, % at 10 µM; 0% at EC30 ANP, 100% saturating ANP; AID 1671463, 2021; in the data active = activation above about 40%
Target sequence (P16066 whole entry, looked up): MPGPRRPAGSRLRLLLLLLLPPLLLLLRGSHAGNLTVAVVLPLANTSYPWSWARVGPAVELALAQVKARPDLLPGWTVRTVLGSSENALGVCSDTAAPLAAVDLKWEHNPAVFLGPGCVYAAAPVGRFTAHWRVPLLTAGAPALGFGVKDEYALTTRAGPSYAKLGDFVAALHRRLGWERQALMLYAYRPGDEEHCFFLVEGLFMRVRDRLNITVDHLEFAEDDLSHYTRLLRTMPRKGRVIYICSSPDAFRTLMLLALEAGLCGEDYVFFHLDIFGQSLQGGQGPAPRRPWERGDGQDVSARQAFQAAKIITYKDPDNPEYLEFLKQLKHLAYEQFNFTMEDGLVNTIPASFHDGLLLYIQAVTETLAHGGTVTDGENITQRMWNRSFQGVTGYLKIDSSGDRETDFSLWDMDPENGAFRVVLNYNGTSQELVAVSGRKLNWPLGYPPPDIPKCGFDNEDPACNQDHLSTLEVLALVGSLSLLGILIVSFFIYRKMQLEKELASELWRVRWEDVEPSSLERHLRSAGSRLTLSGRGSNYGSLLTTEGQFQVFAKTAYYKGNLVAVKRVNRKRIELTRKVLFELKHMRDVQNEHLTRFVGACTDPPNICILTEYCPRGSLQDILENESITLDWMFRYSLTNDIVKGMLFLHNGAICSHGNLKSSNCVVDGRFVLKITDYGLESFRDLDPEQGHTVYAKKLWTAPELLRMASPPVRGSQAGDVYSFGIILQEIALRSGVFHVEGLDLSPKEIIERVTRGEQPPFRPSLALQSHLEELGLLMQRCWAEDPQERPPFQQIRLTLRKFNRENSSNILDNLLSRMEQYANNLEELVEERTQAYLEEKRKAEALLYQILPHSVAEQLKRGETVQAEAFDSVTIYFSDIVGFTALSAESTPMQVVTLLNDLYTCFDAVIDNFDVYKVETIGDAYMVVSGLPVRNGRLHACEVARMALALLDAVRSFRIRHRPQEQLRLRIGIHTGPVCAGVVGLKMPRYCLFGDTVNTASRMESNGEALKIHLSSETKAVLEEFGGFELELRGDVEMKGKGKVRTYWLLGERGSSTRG
Tn6 DDE FP – inhibitors of Tn6 peptide binding to fibrin DD(E), primary screen, biochemical, fluorescence polarization, human fibrin, Tn6 probe; Fibrinogen beta chain (Homo sapiens), P02675; Fibrin DD(E) TRITC-Tn6 fluorescence polarization displacement; inhibition, % at 8.3 µM; 370,000 compounds, 0.21% hits;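 active = inhibition above a per-campaign cutoff: mean of compounds within control limits plus 3 SD, cut at about 15% in these data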;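 also: 0% = median of all compound wells on the plate and 100% = blocking peptide control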
KLK7 zymogen act – proKLK7 zymogen activators, primary screen, biochemical, fluorescence intensity. Kallikrein-7 (Homo sapiens), P49862. purified proKLK7, EDANS-DABCYL substrate fluorescence; 100% is mature enzyme control, 0% vehicle. activation, % at 7 µM. 370,000 compounds, 0.9% hits. AID 652039, 2013;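 active = activation above the mean of all tested compounds plus 3 SD, computed per campaign excluding outliers beyond control limits, cut at about 13% in these data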
HGIII-sPLA2 inh – human group III sPLA2 inhibitors, primary screen, biochemical, QFRET, BODIPY PC-A2 liposome substrate. inhibition, % at 12.2 µM. 370,000 compounds, 0.56% hits. QFRET BODIPY PC-A2 liposome hydrolysis, fluorescence;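 active = inhibition above mean plus 3 SD of compounds lying within the high and low control bounds, cut at about 19% in these data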;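 also: 0% = median of test compound wells and 100% = no enzyme DMSO wells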
ARFGAP1 inhibitor – inhibitors of rat ARFGAP1 GAP activity, primary screen, biochemical, fluorescence polarization, GDP tracer; AID 651572, 2012; ADP-ribosylation factor GTPase-activating protein 1 (Rattus norvegicus), Q62848; inhibition, % at 16.5 µM; Arfgap1-stimulated ARF1 GTP hydrolysis, GDP FP detection; 360,000 compounds, 0.26% hits;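 active = inhibition above a per-plate limit, mean inhibition of low control wells plus 3 SD, cut at about 25% in these data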;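 also: 0% = DMSO wells with enzyme and 100% = wells lacking Arfgap1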
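Repeats: one replicate per compound; assay system: rat Arfgap1 catalytic domain, aa 1-136; times: enzyme reaction 120 min at 25 °C after 20 min preincubation; detection: FP of antibody-bound GDP Alexa 633 tracer, ex 620/em 688 nm; benchmarks: high control wells lacking Arfgap1, low control full reaction with DMSO; reagent: human ARF1(Δ1-17)-GTP substrate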
rCAG binder – binders of r(CAG) RNA repeats, primary screen, biochemical, fluorescence; r(CAG) RNA repeat, TO-PRO-1 dye displacement fluorescence; 370,000 compounds, 1.3% hits; inhibition, % at 3 µM;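 active = inhibition above the plate cutoff, the mean of all test compounds on that plate plus 3 SD, cut at about 35% in these data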;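 also: 0% = DMSO alone and 100% = 100 µM mitoxantrone as full dye displacement; higher means more dye released from RNA so lower well fluorescence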
ADAM10 inh – human ADAM10 inhibitors, primary screen, biochemical, QFRET, HTS; recombinant ADAM10, EDANS/DABCYL FRET peptide cleavage, 3 h; Disintegrin and metalloproteinase domain-containing protein 10 (Homo sapiens), O14672; inhibition, % at 7 µM; 370,000 compounds, 0.62% hits; AID 720582, 2013;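 active = inhibition above a per-campaign cutoff equal to the mean of compounds falling between control-based bounds plus 3 SD, cut at about 20% in these data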;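 also: 0% = DMSO wells while the 100% control is not disclosed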
ASAP1 inh – inhibitors of human ASAP1 ArfGAP activity, primary screen, biochemical, fluorescence polarization; AID 624377, 2012; 360,000 compounds, 0.19% hits; ASAP1-stimulated ARF1 GTP hydrolysis, GDP FP detection; Arf-GAP with SH3 domain, ANK repeat and PH domain-containing protein 1 (Homo sapiens), …; inhibition, % at 16.5 µM; in the data active = inhibition above about 25%;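 also: 0% = vehicle with enzyme and substrate and 100% = no enzyme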
NPR2 activator – human GC-B receptor activators, primary screen, HEK293 GC-B cells, cGMP TR-FRET, EC30 CNP. Atrial natriuretic peptide receptor 2 (Homo sapiens), P20594. 0% at EC30 CNP, 100% saturating CNP. activation, % at 10 µM. 370,000 compounds, 0.11% hits;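 active = activation at 10 µM reaching about 35% in either raw or pattern-adjusted values, limit read from the data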
GAA850 FXN act – FXN promoter activators, primary screen, cell-based, luciferase luminescence, HEK293 lucGAA850; 360,000 compounds, 0.56% hits; activation, % at 6 µM; HEK293 lucGAA850 FXN promoter luciferase reporter, 24 h; percent of 10 µM SAHA response; AID 540364, 2011;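 active = activation above the average of all compounds screened plus 3 SD, cutoff fixed separately per campaign, cut at about 7.5% in these data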;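 also: 0% = DMSO wells and 100% = 10 µM SAHA wells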
* marks the source's active call; other numbers are inactive results; nt = not tested or not shown.

SMILES	GC-A act	Tn6 DDE FP	KLK7 zymogen act	HGIII-sPLA2 inh	ARFGAP1 inhibitor	rCAG binder	ADAM10 inh	ASAP1 inh	NPR2 activator	GAA850 FXN act
COCCCN1C(=O)c2ccccc2C1C(=O)NC1CCCCCC1 (stereo not given)	-3	-2	0.0	2	-2	-2	4	1	5	-2.3
Nc1cc(OC(=O)c2ccccc2Br)nn1S(=O)(=O)c1ccccc1	15	2	0.6	1	5	5	-5	-3	2	1.0
OC(CN1CCCCC1)Cn1c2ccc(Cl)cc2c2cc(Cl)ccc21 (stereo not given)	-45	0	-0.1	-1	2	15	5	0	-15	0.7
COc1ccc(Cc2noc(-c3ccc([N+](=O)[O-])cc3)n2)cc1OC	7	5	0.2	21*	-4	-4	1	-2	4	0.0
CCC(=O)c1ccc(OCC(O)Cn2nc(C)c(Br)c2C)cc1 (stereo not given)	0	-5	-0.3	4	5	-6	7	-8	4	-0.6
O=C(c1ccccc1[N+](=O)[O-])N1CC2C3C=CC(C3)C2C1 (stereo not given)	-4	-2	-0.3	-1	1	-3	-1	6	-1	-0.2
C/C(=N\NC(=O)C1CC1c1ccccc1)c1ccc(C)s1 (stereo not given)	-3	9	0.5	-5	3	-2	11	1	-3	1.1
CCn1nc(C(=O)O)c(=O)c2cc3c(cc21)OCO3	2	-5	0.8	14	2	0	-9	7	-1	-0.2
Cc1ccc(CCNC(=O)C2CCCN(S(=O)(=O)c3c(C)noc3C)C2)cc1 (stereo not given)	-3	7	0.1	5	-14	-6	2	-1	8	-2.5
C[C@@H]1CCC2[C@](C)(CO)[C@@H](O)CC[C@]2(C)[C@@]12CCC(CO)(CCO)O2 (stereo not given in full)	6	-10	-0.4	13	8	-1	-1	-12	2	-0.4

4 of the entries above in order of the ARFGAP1 inhibitor value, falling.
| smiles | ARFGAP1 inhibitor |
| --- | --- |
| C[C@@H]1CCC2[C@](C)(CO)[C@@H](O)CC[C@]2(C)[C@@]12CCC(CO)(CCO)O2 (stereo not given in full) | 8 |
| CCC(=O)c1ccc(OCC(O)Cn2nc(C)c(Br)c2C)cc1 (stereo not given) | 5 |
| OC(CN1CCCCC1)Cn1c2ccc(Cl)cc2c2cc(Cl)ccc21 (stereo not given) | 2 |
| Cc1ccc(CCNC(=O)C2CCCN(S(=O)(=O)c3c(C)noc3C)C2)cc1 (stereo not given) | -14 |

Compound profiles (already shown). Screens in order: GC-A act	Tn6 DDE FP	KLK7 zymogen act	HGIII-sPLA2 inh	ARFGAP1 inhibitor	rCAG binder	ADAM10 inh	ASAP1 inh	NPR2 activator	GAA850 FXN act
Shown for `Cc1ccc(CCNC(=O)C2CCCN(S(=O)(=O)c3c(C)noc3C)C2)cc1` (stereo not given) → -3	7	0.1	5	-14	-6	2	-1	8	-2.5
Shown for `COCCCN1C(=O)c2ccccc2C1C(=O)NC1CCCCCC1` (stereo not given) → -3	-2	0.0	2	-2	-2	4	1	5	-2.3

Next section:
SMILES	GC-A act	Tn6 DDE FP	KLK7 zymogen act	HGIII-sPLA2 inh	ARFGAP1 inhibitor	rCAG binder	ADAM10 inh	ASAP1 inh	NPR2 activator	GAA850 FXN act
Cc1ccc2c(COC(=O)c3n[nH]c4ccccc34)cc(=O)oc2c1	-5	-8	-0.2	1	20	5	-8	7	-3	4.9
CC(C)(C)OC(=O)C[C@H]1C/C=C\C[C@@H](CC(=O)N(CCO)Cc2ccccc2)C(=O)N2CCC[C@@H]2COC1=O	-1	5	-0.8	8	-1	-7	7	-11	-2	0.4
Cc1nc2cc(NC(=O)c3cccc(S(C)(=O)=O)c3)ccc2o1	-8	4	-0.4	1	3	0	-6	0	0	1.9
CNc1snc(C)c1C(=O)OC(C)C(=O)Nc1cccc(C)c1 (stereo not given)	1	-5	0.4	-1	-6	1	-5	8	-7	-1.3
CCc1cc2c(cc3c(=O)n(CC(=O)NCCCN(CC)CC)nc(CC)n32)s1	nt	-4	0.3	7	7	2	-1	13	nt	0.9
COc1cccc(CNC(=O)[C@H](C)NC(=O)N2CC(=O)Nc3ccccc32)c1	4	-5	0.0	7	-6	1	-6	2	3	0.0
COc1cc(OC)c(C(=S)N2CCCC2)cc1OC	3	7	-0.1	-4	5	0	0	1	7	0.5
COc1cc(/C=N/NC(N)=S)ccc1OCc1ccc(C)cc1	1	-4	0.2	18	6	6	1	-10	-8	-3.8
CCOc1ccc2oc(C(=O)N3CCN(c4ccccn4)CC3)c(C)c2c1	-3	1	-0.6	-7	5	-2	-5	-6	-6	-0.3
O=C(O)/C=C/C(=O)c1ccc2c(c1)CCc1ccccc1-2	5	1	0.0	5	-2	20	-110	1	4	-2.4
Cc1onc(-c2c(F)cccc2Cl)c1C(=O)c1ccccc1O	-1	0	0.1	-18	-1	4	10	-3	2	0.9
C=CCSc1nnc(Cc2cc(=O)[nH]c(=O)[nH]2)n1-c1cc(C)ccc1C	-2	-1	-0.2	-27	22	1	0	-1	0	2.2
COc1ccc(N2C(=O)CC(N3CCC(C(N)=O)CC3)C2=O)cc1 (stereo not given)	4	-6	0.4	2	3	0	0	2	7	-0.9
CCC(=NCc1ccccc1)c1c(C(F)(F)F)[nH]n(-c2nc3ccccc3s2)c1=O	5	2	0.0	-10	-1	8	7	-2	1	-3.3
CC(C)c1ccc2c(c1)C(c1ccc(N3CCOCC3)cc1)=NNC(c1cccs1)=N2	1	-6	-0.1	-2	3	8	5	-1	1	5.4
COc1ccc(S(=O)(=O)N2CCC(C(=O)N3CCc4ccccc4C3)CC2)cc1C	-30	-1	0.0	-17	14	2	5	6	-19	-1.1
COc1ccc(NC(=O)CSc2nnc(-c3ccccn3)n2N)cc1	2	8	-0.1	3	-4	1	1	1	1	0.9
C=CCc1cccc2cc(C(=O)Nc3ccc(S(=O)(=O)Nc4nnc(CC)s4)cc3)c(=O)oc12	-8	3	0.5	-6	-4	6	2	-9	1	0.9
C/C(CC(=O)Nc1ccc2c(c1)OCO2)=N\NC(=O)OC(C)(C)C	1	-2	0.7	-4	6	-5	-5	-5	-2	5.0
COc1ccc(Cl)c(NC(=O)Nc2c(C)n(-c3ccccc3)c(=O)n2C)c1	1	9	0.0	-3	-11	-5	-1	-15	-1	0.8
O=C(NCCN1CCN(C(=O)c2cccs2)CC1)c1cccs1	0	4	-0.3	0	-7	0	1	-8	1	-2.6
CCCn1c(CCC(=O)O)ccc1-c1ccccc1	0	-8	0.8	-8	2	4	-353	1	-1	1.4
O=C(N/N=C/c1cc(Cl)cc([N+](=O)[O-])c1O)NC12CC3CC(CC(C3)C1)C2	-1	-3	-0.6	1	2	10	-1	1	-3	0.1
C/C(=N\NC(=O)c1ccccc1)c1ccc2c(c1)OCO2	14	11	0.2	1	1	2	-2	0	2	3.2
CC1=NN(C(=O)COc2ccccc2C)C(O)(c2ccc(Cl)cc2)C1 (stereo not given)	-34	1	-0.2	-16	7	-3	6	-1	-13	1.1
Cc1[nH][nH]c(=O)c1C(c1ccc([N+](=O)[O-])cc1)c1c(C)[nH][nH]c1=O	3	9	0.4	-14	0	4	4	-1	1	-0.9
CCCCOc1ccc(C(=O)NCC(=O)N(C)CC(=O)Nc2ccc(N3CCOCC3)cc2)cc1	6	1	0.1	-2	5	-4	1	-7	-2	-0.3
COc1ccc(CC(NC(C)=O)C(=O)NC2CCN(C(=O)C3CCCCC3)CC2)c(OC)c1 (stereo not given)	2	3	-0.3	3	4	-3	5	10	9	-0.1
CC1CC(C)(C)NC2(CCCC2)N1 (stereo not given)	2	2	-0.1	10	-8	1	-6	15	4	0.2
O=S1(=O)c2ccc(Br)cc2OC[C@H](Cc2ccccc2)N1Cc1cn(Cc2ccc(F)cc2)nn1	-5	-1	0.7	6	nt	5	5	nt	1	nt

With a hit mark in HGIII-sPLA2 inh (from the list above):
molecule	GC-A act	Tn6 DDE FP	KLK7 zymogen act	HGIII-sPLA2 inh	ARFGAP1 inhibitor	ADAM10 inh	ASAP1 inh	NPR2 activator	GAA850 FXN act
COc1ccc(Cc2noc(-c3ccc([N+](=O)[O-])cc3)n2)cc1OC	7	5	0.2	21*	-4	1	-2	4	0.0

Following part.
SMILES	GC-A act	Tn6 DDE FP	KLK7 zymogen act	HGIII-sPLA2 inh	ARFGAP1 inhibitor	rCAG binder	ADAM10 inh	ASAP1 inh	NPR2 activator	GAA850 FXN act
COc1cc(OC)cc(C(=O)NC(=S)N2CCN(c3ccc(C(F)(F)F)cc3[N+](=O)[O-])CC2)c1	-4	-1	0.1	4	13	5	5	-3	2	2.3
Cc1ccc(Cn2c(N3CCN(CCO)CC3)nc3c2c(=O)n(C)c(=O)n3C)cc1	-5	-6	0.5	4	-7	-2	-8	-6	4	1.2
CN(C(=O)c1ccc2c(=O)n3c(nc2c1)CCCCC3)c1ccccc1	5	7	-0.3	4	-11	-1	-1	-10	0	0.4
O=C(Nc1cccc(-c2csc(Nc3ccc(Cl)cc3)n2)c1)c1cc([N+](=O)[O-])cc(C(F)(F)F)c1	-3	1	-0.6	4	5	21	0	-2	-6	0.3
CCc1ccc2oc(C(=O)NCC(c3ccc(OC)cc3)N3CCCCC3)c(C)c2c1 (stereo not given)	-13	8	-0.4	0	-5	0	-5	2	-5	1.1
CC12CCC(C(=O)N(CC(O)CN3CCCCCC3)C1=O)C2(C)C (stereo not given)	2	7	0.2	12	-3	-2	-5	9	4	2.9
O=C(CCSCc1ccccc1Cl)NC1CCCC1	3	-2	-0.4	0	1	-4	-4	9	1	-1.4
O=Cc1c(NCc2ccc(F)cc2)c2ccccc2[nH]c1=O	6	6	0.2	1	-12	-1	0	-9	0	2.5
O=C(Nc1nc2ncccn2c1-c1ccc(F)c(F)c1)c1ccc(F)cc1	5	-6	10.0	0	nt	1	-260	nt	-8	nt
COc1ccccc1C(C[N+](=O)[O-])c1c(N)n(C)c(=O)n(C)c1=O (stereo not given)	3	-1	-0.3	12	5	-1	2	-2	-5	-1.6
COc1ccc(CN(CC(=O)NCc2ccco2)C(=O)CCC(=O)Nc2nccs2)cc1	0	4	-0.2	-4	16	-2	-1	-4	4	0.1
